Screening data (PubChem)
GLD-1 TGE inh – GLD-1-TGE RNA interaction inhibition (C. elegans); AID 2280; purified GLD-1 + fluorescein TGE RNA, fluorescence polarization; hit rate 0.44% among 320,000; Q17339; inhibition, % at 5.96 µM;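 active = percent inhibition above a per-plate cutoff, the plate mean of test compounds plus 3 SD, cut at about 30% in these data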;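 note: 0% = DMSO wells with GLD-1 and probe and 100% = wells lacking GLD-1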
Target sequence (Q17339 whole entry, looked up): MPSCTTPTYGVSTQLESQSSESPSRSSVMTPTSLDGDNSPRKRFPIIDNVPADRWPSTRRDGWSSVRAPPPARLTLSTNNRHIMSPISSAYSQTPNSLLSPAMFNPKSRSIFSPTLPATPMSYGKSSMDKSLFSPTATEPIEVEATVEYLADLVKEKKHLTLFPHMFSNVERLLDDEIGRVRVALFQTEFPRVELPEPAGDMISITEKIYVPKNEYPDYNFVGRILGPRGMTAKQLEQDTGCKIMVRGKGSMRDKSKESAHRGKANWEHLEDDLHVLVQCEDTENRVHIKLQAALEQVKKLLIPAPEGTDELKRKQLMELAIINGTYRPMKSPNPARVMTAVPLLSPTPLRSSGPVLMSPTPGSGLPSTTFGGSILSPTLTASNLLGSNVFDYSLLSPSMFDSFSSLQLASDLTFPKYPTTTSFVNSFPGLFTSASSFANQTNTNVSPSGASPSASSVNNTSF
MEX-5 binding – C. elegans MEX-5 TCR-2 RNA binding activity | Q9XUB2 | MEX-5/FITC-TCR2 RNA binding, fluorescence polarization; stronger effect = lower value | activity score (negative = inhibition of binding), % at 10 µM | hit rate 0.38% among 300,000;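 active = inhibition past about -25% in most replicates, and total fluorescence under double the plate's negative control median, limit read from the data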;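 note: 0% = DMSO and -100% = 5 µM competing unlabeled TCR2 RNA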
MCL1-BIM inh – inhibitors of human MCL1 binding to BIM-BH3 peptide; Q07820; GST-MCL1 / FITC-Bim-BH3 fluorescence polarization; inhibition, % at 10.9 µM; hit rate 0.68% among 320,000; AID 2057;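 active = inhibition above the mean inhibition of all tested compounds plus 3 SD, set per campaign, cut at about 40% in these data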;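 note: 0% = DMSO wells and 100% = unlabeled Bim-BH3 peptide control; higher means more loss of mP so more displacement of Bim peptide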
EBNA-1 inh – blocks EBNA-1 binding to DNA | EBNA-1 DNA binding, fluorescence polarization | inhibition, % at 14.8 µM | AID 1950 | hit rate 0.34% among 300,000; in the data active = inhibition above about 28%
CR mimetic SO – caloric restriction mimetics inhibiting age-related superoxide in yeast; S. cerevisiae aged cells, superoxide DHE fluorescence; stronger effect = lower value; hit rate 0.18% among 330,000; superoxide response (% of plate mean), % at 10 µM;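 active = superoxide response under a set limit, about three screen SD below normal, cut at about 65% in these data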;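 note: yeast aged for seven days with compound at 30 °C before DHE staining; 100% = average MFI of all compound-treated wells on the plate with controls excluded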
Fam108B inh – blocks mouse Fam108B hydrolase in RBBP9 counter-screen | hit rate 0.33% among 300,000 | inhibition, % at 9.51 µM | recombinant Fam108B, FP-Rh probe fluorescence polarization | AID 1947;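 active = inhibition above the screen mean inhibition plus 3 SD, computed separately per campaign, cut at about 18% in these data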;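 note: inhibitors lower polarization as less probe binds the enzyme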
Efflux pump inh – inhibitors of Candida antifungal efflux pumps expressed in yeast; S. cerevisiae Candida pump triplex, Nile Red efflux; inhibition, % at 10 µM; hit rate 0.44% among 330,000;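 active = plate passing quality check with inhibition over a set limit, or well fluorescence over plate mean plus 4 SD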;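 note: Nile Red retained in pooled yeast measured as flow cytometry median fluorescence; 0% = buffer negative control and 100% = Enniatin B positive control; higher means more Nile Red kept so more efflux inhibition; some compounds called inactive have numbers as strong as hits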
Bcl-xL primary – blocks human Bcl-xL binding to Bim BH3 peptide | Q07817 | GST-Bcl-xL / FITC-Bim BH3 peptide fluorescence polarization | inhibition, % at 10.9 µM | hit rate 0.7% among 320,000 | AID 2129;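 active = inhibition above the mean of all tested compounds plus 3 SD, cutoff set per campaign, cut at about 30% in these data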;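 note: 0% = DMSO wells and 100% = unlabeled Bim-BH3 peptide competitor; inhibitors lower millipolarization by displacing the labeled peptide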
Target sequence (Q07817 whole entry, looked up): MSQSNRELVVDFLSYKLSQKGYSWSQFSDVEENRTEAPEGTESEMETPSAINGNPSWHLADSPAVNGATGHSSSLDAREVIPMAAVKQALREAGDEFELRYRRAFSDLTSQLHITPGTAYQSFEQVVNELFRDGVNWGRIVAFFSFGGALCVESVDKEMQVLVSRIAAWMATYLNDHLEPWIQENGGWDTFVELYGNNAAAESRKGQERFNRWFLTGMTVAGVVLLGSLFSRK
ZTA counter – counter-screen for EBNA-1 inhibitors: inhibitors of Epstein-Barr virus ZTA | P03206 | ZTA-DNA binding, fluorescence polarization | inhibition, % at 11 µM | hit rate 0.15% among 320,000 | AID 2234; in the data active = inhibition above about 33%
Target sequence (P03206 whole entry, looked up): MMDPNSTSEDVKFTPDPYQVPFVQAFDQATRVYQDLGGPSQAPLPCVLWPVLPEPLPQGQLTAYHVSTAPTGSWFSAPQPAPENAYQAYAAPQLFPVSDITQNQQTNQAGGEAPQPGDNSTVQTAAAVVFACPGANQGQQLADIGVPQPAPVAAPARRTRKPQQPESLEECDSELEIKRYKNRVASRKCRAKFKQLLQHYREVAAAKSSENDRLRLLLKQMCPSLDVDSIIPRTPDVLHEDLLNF
* marks the source's active call; other numbers are inactive results.

What do the screens show for `Cc1cc(N2CCN(S(=O)(=O)c3ccc(Br)cc3)CC2)n2ncnc2n1`?
GLD-1 TGE inh: 5; MEX-5 binding: -4.4; MCL1-BIM inh: -2; EBNA-1 inh: -11; CR mimetic SO: 122; Fam108B inh: 3; Efflux pump inh: 0.2; Bcl-xL primary: 1; ZTA counter: 2

How did COC(=O)CCCCCN1C(=O)NC(c2ccc(-c3ccccc3)cc2)C(C(=O)OCc2ccccc2)=C1C (configuration not stated) do in these assays?
GLD-1 TGE inh: 3; MEX-5 binding: 0.9; MCL1-BIM inh: 6; EBNA-1 inh: 0; Fam108B inh: -2; Bcl-xL primary: 1; ZTA counter: -5

What do the screens show for `CN(C)S(=O)(=O)c1c(Cl)cccc1Cl`?
GLD-1 TGE inh: -4; MCL1-BIM inh: 0; EBNA-1 inh: 0; CR mimetic SO: 90; Fam108B inh: 1; Efflux pump inh: -0.1; Bcl-xL primary: 2; ZTA counter: -5

What do the screens show for `CNCCCOc1cc(C)cc(C)c1C`?
GLD-1 TGE inh: 3; MEX-5 binding: -2.3; MCL1-BIM inh: 10; EBNA-1 inh: 10; CR mimetic SO: 102; Fam108B inh: -2; Efflux pump inh: 0.1; Bcl-xL primary: 4; ZTA counter: 3

How did Cc1cc(NC(=O)c2nn(C)c(C)c2Br)no1 do in these assays?
GLD-1 TGE inh: -3; MEX-5 binding: -1.0; MCL1-BIM inh: -11; EBNA-1 inh: 8; CR mimetic SO: 114; Fam108B inh: -3; Efflux pump inh: -0.8; Bcl-xL primary: 3; ZTA counter: 1

Results for Cc1csc(NC(=O)CN2C(=O)c3ccccc3C2=O)c1C(N)=O ?
GLD-1 TGE inh: 0; MEX-5 binding: -5.5; MCL1-BIM inh: 4; EBNA-1 inh: -1; CR mimetic SO: 106; Fam108B inh: 3; Efflux pump inh: 0.2; Bcl-xL primary: 1; ZTA counter: 2

How did O=C(Nc1nccs1)c1ccc2ccccc2c1 do in these assays?
GLD-1 TGE inh: -10; MEX-5 binding: -0.1; MCL1-BIM inh: 0; EBNA-1 inh: -19; CR mimetic SO: 90; Fam108B inh: -2; Efflux pump inh: 0.1; Bcl-xL primary: 4; ZTA counter: 0

What do the screens show for `CC1CCN(c2nc3c(c(=O)n(C)c(=O)n3C)n2CCSc2ncccn2)CC1`?
GLD-1 TGE inh: 8; MEX-5 binding: -0.7; MCL1-BIM inh: -6; EBNA-1 inh: -9; CR mimetic SO: 109; Fam108B inh: 0; Efflux pump inh: 0.0; Bcl-xL primary: 1; ZTA counter: -19

What do the screens show for `CC1=CC(=O)C(C(C)C)=C/C1=C(\c1cc(C(C)C)c(OP(=O)(O)O)cc1C)c1ccccc1C(=O)O`?
GLD-1 TGE inh: -9; MEX-5 binding: -8.2; MCL1-BIM inh: 15; EBNA-1 inh: 5; CR mimetic SO: 95; Fam108B inh: -4; Efflux pump inh: 0.0; Bcl-xL primary: 0; ZTA counter: 2

What do the screens show for `COc1cc(CNC(=O)CCCC/C=C\C(C)C)ccc1O`?
GLD-1 TGE inh: 1; MEX-5 binding: -0.5; MCL1-BIM inh: -1; EBNA-1 inh: -3; CR mimetic SO: 118; Fam108B inh: -4; Efflux pump inh: 0.0; Bcl-xL primary: 2; ZTA counter: 6

How did Cc1nnc(SCCn2c(N3CCCC(C)C3)nc3c2c(=O)[nH]c(=O)n3C)s1 (configuration not stated) do in these assays?
GLD-1 TGE inh: 0; MEX-5 binding: 3.4; MCL1-BIM inh: 3; EBNA-1 inh: 2; CR mimetic SO: 89; Fam108B inh: -1; Efflux pump inh: -0.1; Bcl-xL primary: 7; ZTA counter: 11

What do the screens show for `CCOc1ccc(OCC)c(NC(=O)CN2CCN(c3cccc(C)c3C)CC2)c1`?
GLD-1 TGE inh: 0; MCL1-BIM inh: 2; EBNA-1 inh: -5; CR mimetic SO: 77; Fam108B inh: 0; Efflux pump inh: 0.0; Bcl-xL primary: 7; ZTA counter: -11

How did COc1ccc(N(CCCN2C(=O)c3cccc4cccc(c34)C2=O)C(=O)c2cccnc2)cc1 do in these assays?
GLD-1 TGE inh: -1; MEX-5 binding: 2.1; MCL1-BIM inh: 8; EBNA-1 inh: 1; CR mimetic SO: 109; Fam108B inh: -5; Efflux pump inh: -0.1; Bcl-xL primary: 7; ZTA counter: 9

Results for CCCCOP(=O)(OCCCC)C1(NS(=O)(=O)c2ccccc2)C=CC(=O)c2ccccc21 (configuration not stated) ?
GLD-1 TGE inh: 4; MEX-5 binding: 1.1; MCL1-BIM inh: 6; EBNA-1 inh: -2; CR mimetic SO: 105; Fam108B inh: -2; Efflux pump inh: 0.0; Bcl-xL primary: 12; ZTA counter: -2

What do the screens show for `O=C(CN(C(=O)c1csnn1)c1ccccc1F)NCc1ccc2c(c1)OCO2`?
GLD-1 TGE inh: -6; MEX-5 binding: 0.4; MCL1-BIM inh: 8; EBNA-1 inh: -6; CR mimetic SO: 115; Fam108B inh: 2; Efflux pump inh: -0.1; Bcl-xL primary: 6; ZTA counter: -2

What do the screens show for `CC1(c2nnc(-c3cccc(Cl)c3)o2)CC(c2cccc(F)c2)=NO1` (configuration not stated)?
GLD-1 TGE inh: 9; MEX-5 binding: 0.2; MCL1-BIM inh: 5; EBNA-1 inh: 15; Fam108B inh: -1; Bcl-xL primary: 4; ZTA counter: 11

What do the screens show for `COc1ccccc1C(=O)Nc1ccc2c(C)cc(=O)oc2c1`?
GLD-1 TGE inh: -2; MEX-5 binding: -2.3; MCL1-BIM inh: -7; EBNA-1 inh: -11; CR mimetic SO: 93; Fam108B inh: -12; Efflux pump inh: 0.3; Bcl-xL primary: -8; ZTA counter: -3

What do the screens show for `O=C(Nc1nnc(Cc2ccc(Cl)cc2)s1)c1ccco1`?
GLD-1 TGE inh: 10; MEX-5 binding: 1.4; MCL1-BIM inh: 6; EBNA-1 inh: 2; CR mimetic SO: 90; Fam108B inh: -3; Efflux pump inh: 0.0; Bcl-xL primary: 5; ZTA counter: 11

Results for COc1ccc([N+](=O)[O-])cc1NC(=O)c1cn(-c2ccc(C)c(C)c2)c(=O)c2ccccc12 ?
GLD-1 TGE inh: 10; MEX-5 binding: 1.9; MCL1-BIM inh: 0; EBNA-1 inh: -1; CR mimetic SO: 112; Fam108B inh: 1; Efflux pump inh: -0.1; Bcl-xL primary: 1; ZTA counter: -5

What do the screens show for `COc1ccc(OC)c(NC(=O)CCNC(=O)Cn2cnc3ccccc3c2=O)c1`?
GLD-1 TGE inh: -3; MEX-5 binding: 1.9; MCL1-BIM inh: 6; EBNA-1 inh: 11; CR mimetic SO: 89; Fam108B inh: 6; Efflux pump inh: 0.0; Bcl-xL primary: 8; ZTA counter: -6

How did O=C(NC1CC1)c1cc2c(s1)CS(=O)(=O)C2 do in these assays?
GLD-1 TGE inh: 4; MEX-5 binding: 0.1; MCL1-BIM inh: -1; EBNA-1 inh: 3; CR mimetic SO: 96; Fam108B inh: -2; Efflux pump inh: 0.0; Bcl-xL primary: 4; ZTA counter: -4

Results for O=C(Nc1nccs1)c1ccc(Cl)cc1[N+](=O)[O-] ?
GLD-1 TGE inh: 9; MEX-5 binding: -1.4; MCL1-BIM inh: 11; EBNA-1 inh: -1; CR mimetic SO: 112; Fam108B inh: 12; Efflux pump inh: -0.1; Bcl-xL primary: 7; ZTA counter: -11

What do the screens show for `CCOc1c(S(=O)(=O)N2CCCC2)ccc(Cl)c1Cl`?
GLD-1 TGE inh: -1; MEX-5 binding: -0.7; MCL1-BIM inh: 0; EBNA-1 inh: -5; CR mimetic SO: 90; Fam108B inh: 3; Efflux pump inh: 0.1; Bcl-xL primary: 0; ZTA counter: 14

How did Cc1cc(C(F)F)n2ncc(C(=O)N3CCc4ccccc4C3)c2n1 do in these assays?
GLD-1 TGE inh: -10; MEX-5 binding: 0.3; MCL1-BIM inh: -1; EBNA-1 inh: -6; CR mimetic SO: 93; Fam108B inh: 6; Efflux pump inh: -0.2; Bcl-xL primary: 7; ZTA counter: -24

Results for CSc1n[nH]c(NC2=CC(=O)CCC2)n1 ?
GLD-1 TGE inh: 4; MEX-5 binding: 0.5; MCL1-BIM inh: 3; EBNA-1 inh: -9; CR mimetic SO: 90; Fam108B inh: 1; Efflux pump inh: -0.1; Bcl-xL primary: 7; ZTA counter: -15

Results for Cc1ccc(S(=O)(=O)CCc2ccccn2)cc1 ?
GLD-1 TGE inh: 1; MEX-5 binding: 0.1; MCL1-BIM inh: 4; EBNA-1 inh: -1; CR mimetic SO: 86; Fam108B inh: -1; Efflux pump inh: -0.1; Bcl-xL primary: 2; ZTA counter: -1

What do the screens show for `COc1ccccc1N1CCN(C(=O)c2noc(C)c2[N+](=O)[O-])CC1`?
GLD-1 TGE inh: 3; MEX-5 binding: -6.9; MCL1-BIM inh: 8; EBNA-1 inh: 9; CR mimetic SO: 89; Fam108B inh: 1; Efflux pump inh: 0.0; Bcl-xL primary: 10; ZTA counter: -14

What do the screens show for `CC(=O)N1c2c(cc(Br)cc2S(=O)(=O)NCc2ccc3c(c2)OCO3)CC1C` (configuration not stated)?
GLD-1 TGE inh: 1; MEX-5 binding: 1.4; MCL1-BIM inh: 4; EBNA-1 inh: -3; CR mimetic SO: 88; Fam108B inh: -3; Efflux pump inh: -0.1; Bcl-xL primary: -1; ZTA counter: -10

How did FC(F)(F)c1cc(-c2ccco2)nc(NCc2ccco2)n1 do in these assays?
GLD-1 TGE inh: 7; MEX-5 binding: 3.1; MCL1-BIM inh: 0; EBNA-1 inh: 5; CR mimetic SO: 100; Fam108B inh: -2; Efflux pump inh: 0.0; Bcl-xL primary: 4; ZTA counter: 2

How did COc1cccc(-c2nnc(SCCC(=O)O)n2C)c1 do in these assays?
GLD-1 TGE inh: 2; MEX-5 binding: -0.9; MCL1-BIM inh: -6; EBNA-1 inh: 3; CR mimetic SO: 83; Fam108B inh: 9; Efflux pump inh: 0.0; Bcl-xL primary: -6; ZTA counter: 2

Results for Nc1nc(-c2ccc(Oc3ccccc3)cc2)cs1 ?
GLD-1 TGE inh: 2; MEX-5 binding: 0.8; MCL1-BIM inh: 9; EBNA-1 inh: 15; CR mimetic SO: 106; Fam108B inh: 1; Efflux pump inh: 0.1; Bcl-xL primary: 4; ZTA counter: -10

What do the screens show for `COc1ccc(-c2nnc(SCC(=O)NCC3CCCO3)o2)cc1` (configuration not stated)?
GLD-1 TGE inh: -5; MEX-5 binding: -0.7; MCL1-BIM inh: 2; EBNA-1 inh: -8; CR mimetic SO: 103; Fam108B inh: 2; Efflux pump inh: -0.1; Bcl-xL primary: 6; ZTA counter: 13

What do the screens show for `O=C(NCCc1ccccc1)C1CCCN(S(=O)(=O)c2cccc3nonc23)C1` (configuration not stated)?
GLD-1 TGE inh: -6; MEX-5 binding: -3.7; MCL1-BIM inh: 2; EBNA-1 inh: 3; CR mimetic SO: 106; Fam108B inh: 1; Efflux pump inh: -0.1; Bcl-xL primary: 1; ZTA counter: -1

Results for Cc1ccc(OCCCC(=O)Nc2ccc(S(=O)(=O)N3CCOCC3)cc2)cc1 ?
GLD-1 TGE inh: 3; MCL1-BIM inh: -1; CR mimetic SO: 108; Efflux pump inh: 0.1; Bcl-xL primary: -1; ZTA counter: -11
